Assay outcomes: PubChem BioAssay, National Center for Advancing Translational Sciences (NCATS)
uPA generation: blocks generation of uPA at the cell surface. cell surface uPA generation assay, qHTS. Potency, µM (highest dose often 38.3 µM), for the others: top-dose activity change, negative = inhibition, actives largely listed as inhibitors. 0.31% of 330,000 active. AID 540303; active means well fitted inhibition curve with a large enough effect; inconclusive means small, poorly fitted or top-dose-only effect; inactive means no such curve, though single readings can be large or run the other way; tested in mouse RAW 264.7 cells; further: potency means the concentration at half of the fitted maximal effect; on the % scale 0 is the no-effect control and ±100 the full control effect; nearly all actives have a fitted effect of over 55% in size
B2AR arrestin: agonists driving beta-arrestin recruitment to human beta2-adrenergic receptor; 0.02% of 330,000 active; Potency, µM (series often up to 46.1 µM), for the others: at the highest dose activation, most hits filed as activators; beta-arrestin recruitment to beta2AR, cell-based reporter; P07550; AID 492947;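 further: potency means the concentration at half of the fitted maximal effect; 0% = DMSO controls and full agonism = EC100 isoproterenol or metaproterenol; nearly all actives have a fitted effect of over 65% in size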
Target sequence (P07550 whole entry, looked up): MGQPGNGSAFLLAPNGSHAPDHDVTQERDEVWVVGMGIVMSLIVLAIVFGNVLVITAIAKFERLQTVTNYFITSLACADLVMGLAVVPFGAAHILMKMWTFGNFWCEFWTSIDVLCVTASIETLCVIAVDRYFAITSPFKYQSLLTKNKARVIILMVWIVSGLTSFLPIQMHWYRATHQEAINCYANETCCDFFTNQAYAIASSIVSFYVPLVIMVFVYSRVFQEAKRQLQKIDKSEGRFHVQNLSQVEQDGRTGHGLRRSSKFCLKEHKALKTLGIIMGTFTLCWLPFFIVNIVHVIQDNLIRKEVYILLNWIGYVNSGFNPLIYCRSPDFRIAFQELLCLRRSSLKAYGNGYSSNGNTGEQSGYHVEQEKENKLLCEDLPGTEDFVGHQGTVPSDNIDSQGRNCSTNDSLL
Eya2 phos inh: Eya2 (human) phosphatase inhibition; recombinant Eya2, OMFP fluorescence dephosphorylation (OMFP is methylfluorescein phosphate); Potency, µM (highest dose often 76.9 µM), inactives show at the highest dose activity, negative = inhibition, usual class: inhibitors; 0.006% of 330,000 active; AID 488837; further: potency means the concentration at half of the fitted maximal effect; on the % scale 0 is the no-effect control and ±100 the full control effect
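Eya2 protein (added as 0.2 uM solution) was preincubated with compound for 10 min at ambient temperature in 50 mM HEPES pH 7.5, 50 mM NaCl, 5 uM MgCl2, 0.05% BSA, 1 mM DTT. OMFP (added at 50 uM) then reacted 10 min; fluorescence read at 485/525 nm.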
PTAP TSG101 blk: blocks PTAP/TSG101 interaction to inhibit HIV-1 budding; Q99816; Fluorescence polarization, FITC-PTAP peptide / Tsg101 binding; Potency, µM (highest dose often 115 µM), for the others: top-dose activity change, negative = inhibition, usual class: inhibitors; 340,000 tested, under 10 active; active means well fitted inhibition curve with a large enough effect in the main read-out, with a control signal flat, not every such curve was filed as active; inconclusive means small, poorly fitted or top-dose-only effect, or effect the other way, or a change in a side signal; inactive means no such curve, though single readings can be large or run the other way; further: potency means the concentration at half of the fitted maximal effect; % of control where 0% means no effect
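Tsg101 binding domain (10 uM final) was mixed with compound and a FITC-labeled PTAP peptide (50 nM final) in HEPES pH 7.5 buffer with NaCl, Tween 20, EDTA and TCEP; fluorescence polarization was read after 20 min at r.t.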
Tb PFK block: blocks T. brucei phosphofructokinase; O15648; T. brucei PFK, ADP-Glo luminescence; Potency, µM (titrated, usually from 57.5 µM), for inactives: at the top dose activity, negative = inhibition, most hits filed as inhibitors; 0.17% of 330,000 active;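 further: potency means the concentration at half of the fitted maximal effect; 0% = uninhibited 1x PFK enzyme wells and -100% = no-enzyme wells; nearly all actives have a fitted effect of over 60% in size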
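1.25 nM PFK with 0.5 mM F6P and 0.1 mM ATP in 0.1 M TEA pH 8.0, 5 mM MgCl2, incubated 45 min at room temperature; ADP measured by ADP-Glo luminescence; compounds titrated up to 57 uM.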
USP2a block: USP2a (human) protease inhibition; 0.01% of 330,000 active; Potency, µM (series often up to 38.3 µM), without a hit: top-dose activity change, negative = inhibition, hits mostly inhibitors; O75604; USP2 core, Ub-CHOP2 coupled fluorogenic reporter, 485/531; AID 463254;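 further: potency means the concentration at half of the fitted maximal effect; plate controls were DMSO wells for no effect and full inhibition by NEM control for full effect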
Target sequence (O75604 whole entry, looked up): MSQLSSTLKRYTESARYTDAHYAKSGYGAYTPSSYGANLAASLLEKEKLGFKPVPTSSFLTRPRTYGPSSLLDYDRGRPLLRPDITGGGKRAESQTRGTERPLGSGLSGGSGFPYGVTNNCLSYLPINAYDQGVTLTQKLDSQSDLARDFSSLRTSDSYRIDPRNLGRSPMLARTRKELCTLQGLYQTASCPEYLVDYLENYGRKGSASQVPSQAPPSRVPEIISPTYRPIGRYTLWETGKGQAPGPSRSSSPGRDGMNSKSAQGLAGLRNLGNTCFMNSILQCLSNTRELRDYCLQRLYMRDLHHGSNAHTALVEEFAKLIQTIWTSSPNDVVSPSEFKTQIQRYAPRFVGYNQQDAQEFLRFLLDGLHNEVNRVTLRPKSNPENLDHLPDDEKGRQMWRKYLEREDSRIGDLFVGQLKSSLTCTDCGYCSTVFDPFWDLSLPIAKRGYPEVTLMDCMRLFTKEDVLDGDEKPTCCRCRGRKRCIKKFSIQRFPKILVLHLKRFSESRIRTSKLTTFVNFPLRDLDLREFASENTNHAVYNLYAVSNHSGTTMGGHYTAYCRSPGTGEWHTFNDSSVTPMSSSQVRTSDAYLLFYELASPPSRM
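Cell-free coupled assay: 10nM USP2 core preincubated 30min RT with compound in Tris-HCl pH 8.0/CaCl2/CHAPS buffer, then 25nM Ub-CHOP2 and 25nM reporter substrate; fluorescence (Ex 485/Em 531) read after 60min RT, normalized to NEM inhibition, concentration-response curves fitted.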
Mito fusion act: inhibitors of mitochondrial division or activators of mitochondrial fusion; Potency, µM (titrated, usually from 46.1 µM), inactives show top-dose growth rescue (activation), most hits filed as activators; AID 485298; S. cerevisiae fusion-defective mutant growth rescue, CellTiterGlo 48 h; 0.23% of 320,000 active;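 further: potency means the concentration at half of the fitted maximal effect; % of control where 0% means no effect; nearly all actives have a fitted effect of over 45% in size; temperature-sensitive fusion mutants such as fzo1-1 at 37 °C on non-fermentable ethanol glycerol medium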
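Temperature-sensitive fusion-defective S. cerevisiae (e.g. fzo1-1, mgm1-5) were grown with compound in YPEG medium (3% ethanol, 3% glycerol) for 48 hours at 37C. Growth rescue was measured as viability by CellTiterGlo luminescence after 10 minutes at ambient.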
BCR signal inh: chronic active BCR signaling inhibition; ABC-DLBCL IkBa-CBG/CBR reporter, luminescence ratio, 4 h; Potency, µM (series often up to 46.1 µM), inactives show at the top dose ratio change, negative = lower green/red ratio, most hits filed as inhibitors; 0.05% of 340,000 active; active means well fitted inhibition curve with a large enough effect in the signal ratio, with a control signal flat, not every such curve was filed as active; inconclusive means small, poorly fitted or top-dose-only effect, or effect the other way, or a change in a side signal; the % refers to the signal ratio;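 further: potency means the concentration at half of the fitted maximal effect; plate controls were basal doxycycline-induced cells for no effect and cells given 10 µM MG132 for full effect; MG132 reads +100%, hits lower the ratio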
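Cell line TMD8 (human ABC DLBCL), stably expressing tet-inducible CBG68-IkBa fusion and CBR; IMDM/0.5% FBS; cpd up to 46 uM; dox induction, 4 h, 37C/5% CO2; dual luminescence; green/red ratio; MG132 control.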
TSHR antag: antagonists of human thyroid stimulating hormone receptor; activity change, negative = inhibition, % at 11.5 µM; 0.2% of 330,000 active; P16473; AID 504810; TSHR-expressing cells, TSH-stimulated cAMP HTRF, 2 h; active compounds read low;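 active means activity change below a set negative limit, meaning inhibition stronger than a set level, cut at about -70% in these data; inconclusive means activity change between two set negative limits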; further: on the % scale 0 is the no-effect control and ±100 the full control effect
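TSHR-expressing cells, 200/well, pre-treated with compound, then stimulated with EC80 TSH (4nM final) for 2 hours at 37 deg C. cAMP measured by competitive HTRF: anti-cAMP cryptate antibody in lysis buffer plus cAMP-d2, read after 30 minutes at room temperature.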
TCR act: activates T cell receptor signaling. primary human leukocytes, anti-CD3, IL-2 HTRF, 48 h. Potency, µM (top dose mostly 9.22 µM), inactives show top-dose activation of IL-2 secretion, most hits filed as activators. 330,000 tested, under 10 active. AID 504894; further: % of control where 0% means no effect
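Readout: HTRF IL-2, Eu-cryptate/d2 antibody pair, 320nm excitation, 665nm emission. Stimulus: a-CD3 beads, no co-stimulation. Cells: primary human leukocytes. Exposure: 48 hr with compound.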
ELG1 repair inh: ELG1-dependent DNA repair inhibition; HEK293T ELG1-luciferase reporter, luminescence, 16 h; DNA damage induced by 5-fluorouridine; Potency, µM (highest dose often 46.1 µM), inactives show top-dose activity change, negative = inhibition, hits mostly inhibitors; 2.3% of 330,000 active; further: potency means the concentration at half of the fitted maximal effect; on the % scale 0 is the no-effect control and ±100 the full control effect; nearly all actives have a fitted effect of over 55% in size
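HEK293T cells expressing luciferase-tagged ELG1 (2,000/well) received 5-Fluorouridine plus compound or DMSO for 16 hr at 37 °C. Luciferase was read by ONE-Glo luminescence after 30 min at room temperature.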
Starred values were filed as active, the others as inactive; [ ] = dose if it differs, or a comment. Unless noted, the call rests on the fitted dose curve; in most records, active means well fitted curve in the direction sought with a large enough effect; inconclusive means small, poorly fitted or top-dose-only effect, or another doubt; inactive means no such curve, though single readings can be large; an effect the other way counts as inactive or inconclusive.

CC(C)(C)c1ccc(/C=C2\SC(=O)N=C2N)cc1 was read as uPA generation -8%, B2AR arrestin 0.1%, Eya2 phos inh -10%, PTAP TSG101 blk -5%, Tb PFK block 7%, USP2a block -2%, Mito fusion act 4%, BCR signal inh 5%, TSHR antag -4, TCR act -4% and ELG1 repair inh -7%.
Screening CCOC(=O)N1CCN(Cc2nc3c(c(=O)n(C)c(=O)n3C)n2CCCc2ccccc2)CC1 returned uPA generation 2%, B2AR arrestin -0.1%, Eya2 phos inh 16%, PTAP TSG101 blk -6%, Tb PFK block 3%, USP2a block 2%, Mito fusion act 1%, BCR signal inh 5%, TSHR antag -9, TCR act -3% and ELG1 repair inh inconclusive.
Screening COc1ccc(CCNC(=O)CCc2ccc(OC)cc2)cc1 returned uPA generation 2%, B2AR arrestin -0.9%, Eya2 phos inh 6%, PTAP TSG101 blk 0%, Tb PFK block 1%, USP2a block 0%, Mito fusion act 3%, BCR signal inh 1%, TSHR antag -2, TCR act -12% and ELG1 repair inh 14%.
Screening CC(Sc1ccc(Cl)cc1)C(=O)Nc1ccc2c(c1)OCO2 (configuration not stated) returned uPA generation -3%, B2AR arrestin 5.5%, Eya2 phos inh -16%, PTAP TSG101 blk -7%, Tb PFK block 1%, USP2a block -2%, Mito fusion act 29%, BCR signal inh 1%, TSHR antag -2, TCR act -4%[46.1 µM] and ELG1 repair inh 4%.
Cc1nn(C(=O)c2cccnc2)c(C)c1Sc1ccccc1 was read as uPA generation 4%, B2AR arrestin -0.4%, Eya2 phos inh 1%, PTAP TSG101 blk 0%, Tb PFK block 0%, USP2a block 0%, Mito fusion act 1%, BCR signal inh -1%, TSHR antag 12, TCR act 3%[46.1 µM] and ELG1 repair inh inconclusive.
`COc1ccccc1N1CCN(C2CC(=O)N(c3cccc(Br)c3)C2=O)CC1` (configuration not stated) gave uPA generation 1%, B2AR arrestin -2.1%, Eya2 phos inh 2%, PTAP TSG101 blk -1%, Tb PFK block 1%, USP2a block -1%, Mito fusion act -19%, BCR signal inh 1%, TSHR antag 12, TCR act -10% and ELG1 repair inh -1%.
Screening Cc1ccc(SCCN2CCN(CCc3ccccc3)CCC2=O)cc1 returned uPA generation -3%, B2AR arrestin -0.2%, Eya2 phos inh -3%, PTAP TSG101 blk 0%, Tb PFK block 4%, USP2a block 5%, Mito fusion act 14%, BCR signal inh -12%, TSHR antag -5, TCR act 0% and ELG1 repair inh 11%.
`C/C(=N\NC(=O)CN1CCOCC1)C(C)(C)C` gave uPA generation 3%, B2AR arrestin -0.2%, Eya2 phos inh -11%, PTAP TSG101 blk -2%, Tb PFK block -7%, USP2a block 2%, Mito fusion act 0%, BCR signal inh 1%, TSHR antag -3 and ELG1 repair inh 16%.
c1cc2nncn2nc1N1CCCC1 was read as uPA generation 3%, B2AR arrestin -0.3%, Eya2 phos inh -12%, PTAP TSG101 blk -8%, Tb PFK block 0%, USP2a block 1%, Mito fusion act 5%, BCR signal inh 0%, TSHR antag 7, TCR act 3% and ELG1 repair inh -6%.
For Cc1cc(C)n(CCN(C)Cc2cn[nH]c2-c2ccc(F)cc2F)n1 the results were uPA generation 11%, B2AR arrestin -0.2%, Eya2 phos inh -1%, PTAP TSG101 blk -3%, Tb PFK block -2%, USP2a block 0%, Mito fusion act -2%, BCR signal inh inconclusive, TSHR antag -5, TCR act 0% and ELG1 repair inh -5%.
Screening COC(=O)/C=C/c1ccccc1S(=O)(=O)N(Cc1ccccc1)Cc1ccco1 returned uPA generation inconclusive, B2AR arrestin -0.1%, Eya2 phos inh -2%, PTAP TSG101 blk -3%, Tb PFK block 0%, USP2a block -2%, Mito fusion act -19%, BCR signal inh inconclusive, TSHR antag 15, TCR act -5% and ELG1 repair inh -23%.
`COC/C=C/C1=CC2=CC(=O)C(C)(OC(=O)c3cnc4ccccc4n3)C(=O)C2=CN1CCCCO` (configuration not stated) gave uPA generation 4%, B2AR arrestin -0.3%, Eya2 phos inh 7%, PTAP TSG101 blk -8%, Tb PFK block 3%, USP2a block 0%, Mito fusion act 8%, BCR signal inh inconclusive, TSHR antag 7, TCR act 7% and ELG1 repair inh 7%.
O=C(O)c1ccccc1C(=O)N1CC=C(c2ccccc2)CC1 was read as uPA generation -4%, B2AR arrestin 4.5%, Eya2 phos inh 20%, PTAP TSG101 blk -3%, Tb PFK block -3%, USP2a block -2%, Mito fusion act 0%, BCR signal inh -3%, TSHR antag 8, TCR act 5% and ELG1 repair inh inconclusive.
`COc1cc(OC)cc(C(=O)NCCOc2ccccc2)c1` gave uPA generation 0%, B2AR arrestin 0.1%, Eya2 phos inh 4%, PTAP TSG101 blk -6%, Tb PFK block 1%, USP2a block 0%, Mito fusion act 0%, BCR signal inh inconclusive, TSHR antag 21, TCR act 3% and ELG1 repair inh inconclusive.
`CN(C(=O)COC(=O)c1cc([N+](=O)[O-])ccc1Cl)c1ccccc1` gave uPA generation -10%, B2AR arrestin -0.1%, Eya2 phos inh 17%, PTAP TSG101 blk -1%, Tb PFK block -8%, USP2a block 3%, Mito fusion act -3%, BCR signal inh -1%, TSHR antag -6, TCR act -3% and ELG1 repair inh -6%.
O=C(NC(Cc1ccccc1)C(=O)N1CCCCC1)c1ccccc1 (configuration not stated) was read as uPA generation 0%, B2AR arrestin -0.2%, Eya2 phos inh 13%, PTAP TSG101 blk -1%, Tb PFK block 1%, USP2a block 0%, Mito fusion act 8%, BCR signal inh -3%, TSHR antag -8, TCR act -1% and ELG1 repair inh -4%.
Screening O=C(/C=C/c1ccc(Cl)cc1)N(Cc1ccccc1)c1ccccn1 returned uPA generation 0%, B2AR arrestin 0.1%, Eya2 phos inh -1%, PTAP TSG101 blk -1%, Tb PFK block 4%, USP2a block 4%, Mito fusion act -3%, BCR signal inh 3%, TSHR antag -9, TCR act -4% and ELG1 repair inh -12%.
For CC1CCN(c2ccc3nnc(CCC(=O)NC(C)C)n3n2)CC1 the results were uPA generation -6%, B2AR arrestin -0.9%, Eya2 phos inh 5%, PTAP TSG101 blk -2%, Tb PFK block -8%, USP2a block 1%, Mito fusion act -7%, BCR signal inh -2%, TSHR antag 4, TCR act 0% and ELG1 repair inh 20%.
For c1ccc(CSc2ccc(-c3cccs3)nn2)cc1 the results were uPA generation -4%, B2AR arrestin 0.2%, Eya2 phos inh 6%, PTAP TSG101 blk -1%, Tb PFK block 0%, USP2a block 1%, Mito fusion act 3%, BCR signal inh inconclusive, TSHR antag -4, TCR act -6%[46.1 µM] and ELG1 repair inh inconclusive.
Cc1ccc(Cl)cc1N1C(=O)CC(C)(C)CC1=O was read as uPA generation -3%, B2AR arrestin -0.4%, Eya2 phos inh -17%, PTAP TSG101 blk 0%, Tb PFK block -2%, USP2a block -1%, Mito fusion act 4%, BCR signal inh 4%, TSHR antag 3, TCR act -4% and ELG1 repair inh -3%.
For O=C(COC(=O)CNC(=O)c1ccccc1)Nc1ccc(Cl)cc1C(F)(F)F the results were uPA generation 10%, B2AR arrestin -0.8%, Eya2 phos inh 1%, PTAP TSG101 blk -2%, Tb PFK block 2%, USP2a block -1%, Mito fusion act -5%, BCR signal inh 5%, TSHR antag 7, TCR act 5%[46.1 µM] and ELG1 repair inh -1%.
Screening CSc1nc2ccc(NS(=O)(=O)c3ccc(Br)s3)cc2s1 returned uPA generation 9%, B2AR arrestin -1.6%, Eya2 phos inh -2%, PTAP TSG101 blk -14%, Tb PFK block 2%, USP2a block 1%, Mito fusion act 0%, BCR signal inh -4%, TSHR antag -12, TCR act 2% and ELG1 repair inh -6%.
For COC(=O)c1ccc(C2OCC(C)(C)CO2)cc1 the results were uPA generation 3%, B2AR arrestin 0.1%, Eya2 phos inh 15%, PTAP TSG101 blk 1%, Tb PFK block 1%, USP2a block 0%, Mito fusion act 22%, BCR signal inh 17%, TSHR antag 0, TCR act -11% and ELG1 repair inh inconclusive.
CCCCN(CC)CCNC(=O)c1cc2c(-c3ccccc3F)nn(C)c2s1 was read as uPA generation inconclusive, B2AR arrestin -0.4%, Eya2 phos inh -6%, PTAP TSG101 blk -12%, Tb PFK block 18%, USP2a block 0%, Mito fusion act -1%, BCR signal inh inconclusive, TSHR antag 3, TCR act 12% and ELG1 repair inh -30%.
